# High-throughput results as filed in PubChem.
# MEKK2 mut-MEK5: signal of MEK5 binding to mutant human MEKK2 PB1 domain | bead flow cytometry, Alexa488-MEK5 binding to MEKK2 mutant | percent response, % at 10 µM | 290,000 compounds, 0.35% hits; in the data active means percent response above about 24%, passing the limit was not always enough; further: inactives centre near 1; some results filed as inactive read as strong as hits
# VIM-2 inh: inhibitors of Pseudomonas aeruginosa VIM-2 metallo-beta-lactamase. purified VIM-2, nitrocefin hydrolysis, epi-absorbance fluorescence. inhibition, % at 5.6 µM. 290,000 compounds, 0.89% hits. AID 1527;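 active means inhibition above the mean of all tested compounds plus 3 SD, cutoff set per screening run, cut at about 7.5% in these data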;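 further: red hydrolysis product quenches plate fluorescence so inhibitors raise well fluorescence; 0% = enzyme with DMSO and 100% = DMSO without enzyme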
# NALP1 yeast inh: blocks the NALP1 inflammasome reconstituted in yeast | 280,000 compounds, 0.61% hits | S. cerevisiae NALP1/ASC/caspase-1 growth, X-gal OD620, 72 h | AID 2071 | inhibition, % at 10 µM; in the data active means inhibition mostly above about 24%, no sharp cut-off; inactive means mostly below about 32%; further: some compounds called inactive have numbers as strong as hits
# IMP-1 inhibitor: blocks Pseudomonas aeruginosa IMP-1 metallo-beta-lactamase; inhibition, % at 5.6 µM; 290,000 compounds, 0.45% hits; purified IMP-1, nitrocefin hydrolysis, epi-absorbance fluorescence;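 active means inhibition above the mean plus 3 SD of all compounds in the same screening run, cut at about 4.5% in these data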;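 further: 0% = IMP-1 with DMSO and 100% = DMSO wells lacking enzyme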
#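 Assay system: purified recombinant IMP-1 beta-lactamase. Input: IMP-1 0.2 nM before substrate addition. Buffer or medium: Zinc- and detergent-supplemented HEPES buffer, pH 7.1. Schedule: 25 °C, 15 min preincubation, 25 min reaction. Signal: Epi-absorbance fluorescence, 480 nm excitation, 530 nm emission. Evaluation: percent inhibition from optical density relative to buffer-blank wells.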
# MEKK2 WT-MEK5: raises or lowers MEK5 binding to wildtype human MEKK2 PB1 domain; Q9Y2U5; bead flow cytometry, Alexa488-MEK5 binding to MEKK2 WT; actives lie on both sides; binding response (% of control), % at 10 µM; 290,000 compounds, 1.1% hits; AID 1531; in the data active means binding response below about 67% or above about 130%
# FID counter: fluorescent intercalator displacement, NS3 helicase counter-screen; DNA fluorescent intercalator displacement, fluorescence; inhibition, % at 7.9 µM; 290,000 compounds, 0.17% hits; AID 1845; in the data active means inhibition above about 37%;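 further: 0% = vehicle and 100% = reference compound; higher means more ethidium bromide displaced from hairpin DNA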
# NS3 helicase inh: blocks Hepatitis C virus NS3 helicase unwinding; NS3 helicase DNA unwinding, Cy5 molecular beacon fluorescence; inhibition, % at 10.9 µM; 290,000 compounds, 0.56% hits; AID 1800;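 active means inhibition above the mean of all tested compounds plus 3 SD, set per campaign, cut at about 35% in these data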;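 further: 0% = DMSO wells and 100% = thioflavine S control wells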
#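 System: Hepatitis C virus NS3 helicase domain fragment enzyme | Reagent: Annealed dual-labelled DNA beacon duplex, ATP-started | Compound dosing: 10.9 µM single point, 0.8% DMSO | Incubation: 1 h reaction at 25 °C, ATP-initiated | Technique: Cy5 fluorescence | Evaluation: Percent inhibition from t60/t0 fluorescence ratio | Benchmarks: Low DMSO, high thioflavine S at 110 µM | Replication: Singlicate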
# M18AAP inhibitor: PfM18AAP enzyme inhibition; AID 1822; recombinant PfM18AAP, H-Glu-NHMec fluorogenic cleavage; 290,000 compounds, 1.2% hits; inhibition, % at 7.35 µM;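 active means inhibition above the campaign mean inhibition over all tested compounds plus 3 SD, cut at about 28% in these data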;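 further: 0% = plate median of test compound wells and 100% = 2 mM ZnCl2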
# SUMO HTRF inh: SUMOylation inhibition. AID 2006. P63279. 290,000 compounds, 0.36% hits. inhibition, % at 35 µM. HTRF SUMOylation assay, SAE1/SAE2 + UBC9, in vitro; in the data active means inhibition above about 50%, passing the limit was not always enough; further: strong numbers were not always called active
# Target sequence (P63279 whole entry, looked up): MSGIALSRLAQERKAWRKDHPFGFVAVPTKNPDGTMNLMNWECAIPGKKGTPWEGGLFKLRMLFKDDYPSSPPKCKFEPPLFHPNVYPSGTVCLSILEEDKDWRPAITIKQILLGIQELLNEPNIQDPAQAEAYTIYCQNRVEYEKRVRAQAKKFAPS
# Active calls of the source: *; nt = not tested or not shown.
item	molecule	MEKK2 WT-MEK5	FID counter	M18AAP inhibitor	NALP1 yeast inh	SUMO HTRF inh	MEKK2 mut-MEK5	IMP-1 inhibitor	VIM-2 inh	NS3 helicase inh
1	CC(=O)c1ccc(N=c2scc(C)n2C(C)C)cc1	104	-9	3	6	-16	2	-0.8	-1.9	15
2	O=C(OCc1c(Cl)cccc1Cl)c1cnccn1	97	-6	-2	13	-8	0	-3.4	-3.8	7
3	CCCSC1=C(C#N)C(c2ccc(Cl)cc2Cl)CC(=O)N1 (centres undefined)	98	-3	6	-10	-8	0	-5.3	-2.2	0
4	COC(=O)CSc1nnnn1-c1ccccc1	101	-3	4	12	-1	-5	-2.0	1.0	-5
5	CCCOc1ccc(C2NC(=S)NC(C)=C2C(=O)c2ccccc2)cc1OC (centres undefined)	98	-24	3	3	10	1	-5.1	-1.6	-4
6	O=C(O)CN1C(=O)c2ccc(C(=O)c3ccccc3)cc2C1=O	109	-2	-3	-6	1	6	-1.9	-1.7	16
7	CCCN(CCC)CCCNC(=O)CN1C(=O)CSc2ccc(S(=O)(=O)N3CCOCC3)cc21	99	9	4	5	-20	5	-3.0	-1.5	9
8	CC(Oc1ccc([N+](=O)[O-])cc1)C(=O)NCC1CCCO1 (centres undefined)	105	-2	0	-4	11	7	-3.0	-1.4	-2
9	CCNC(=S)N/N=C/c1cccc(C)c1	111	-6	10	27	-9	2	-4.6	-4.1	2
10	O=C(CSc1nc2ccccc2[nH]1)NCc1ccccc1	111	-11	-1	16	15	11	-1.5	-1.5	17
11	Cc1ccc2cc(C)c(SCC(=O)NCC3CCCO3)nc2c1 (centres undefined)	94	-38	-8	20	22	-1	-3.1	-1.1	6
12	CCOc1ccc(C(=O)Oc2cc(C)[nH]c(=O)c2[N+](=O)[O-])cc1OCC	95	1	-1	8	7	1	-2.7	0.1	8
13	CN1CCN(C(=O)CCN2C(=O)/C(=C\c3ccc(Cl)cc3Cl)SC2=S)CC1	88	5	2	19	4	-17	0.5	0.8	-46
14	Fc1ccc(NC(=S)N2CCOCC2)c(F)c1	106	0	-9	14	13	7	-1.1	-0.4	-2
15	COc1ccccc1NC(=O)N1CCN(S(C)(=O)=O)CC1	93	2	1	12	8	-4	-2.8	0.3	-8
16	COC(=O)[C@H](Cc1ccccc1)NC(=O)C1(OC(C)=O)CC(OC(C)=O)C(OC(C)=O)C(OC(C)=O)C1 (some centres undefined)	104	-19	-10	6	11	1	-1.7	-1.0	5
17	O=C(NC(=O)c1ccccc1)OCC(F)(F)F	110	2	3	12	19	10	-0.9	-0.3	-1
18	Cc1cc(F)ccc1S(=O)(=O)Nc1nc2ccccc2nc1Cl	100	-23	3	-6	-3	-3	-3.6	-1.5	13
19	COc1ccc(S(=O)(=O)NCC2CCCN(C(=O)c3cccnc3)C2)cc1 (centres undefined)	100	-6	-2	6	8	-4	-4.1	-0.7	-3
20	C=CCc1ccc(OC(=O)c2ccccc2)c(OC)c1	104	-11	2	-5	-18	2	-2.3	-4.2	5
21	O=C(Nc1ccc(Br)cc1)c1ccc(N2C(=O)C3CC=C(Cl)CC3C2=O)cc1 (centres undefined)	103	-14	-3	-2	53*	5	0.3	-1.9	4
22	O=C(N/N=C/c1ccc2c(c1)OCO2)c1cccs1	92	-6	9	47	-1	-4	-1.6	-4.1	-10
23	O=C(Cn1c(=O)[nH]c2sc3c(c2c1=O)CCCC3)NCC1CCCO1 (centres undefined)	99	-7	-6	22	14	-2	-1.5	-0.3	2
24	CC(c1ccccc1)N1C(=O)NC(NC(=O)C(C)(C)C)(C(F)(F)F)C1=O (centres undefined)	91	-2	-8	26	1	-2	-0.8	-1.1	10
25	COc1ccc(-c2noc(CCC(=O)NC3CCCCCC3)n2)cc1	100	-44	-10	19	5	-3	-1.1	0.4	-9
26	O=C(N/N=C/c1ccc2c(c1)OCO2)c1ccc(Cn2cc([N+](=O)[O-])cn2)o1	99	2	-8	4	14	-2	-3.7	-1.9	-1
27	CCOC(=O)c1c(C)nc(-c2ccccc2)nc1NC(=O)C(C)C	105	-8	4	7	7	3	-6.0	0.1	2
28	Cc1nn(C)cc1S(=O)(=O)N1CCN(c2ccccc2F)CC1	107	-9	1	5	-8	7	-2.1	-1.8	-1
29	O=C(c1cc2nc(C3CC3)cc(C(F)F)n2n1)N1CCOCC1	93	-2	0	17	13	-6	-2.6	-3.2	5
30	COC(=O)CC1=C(C(=O)OC)C(c2cccs2)C(C#N)=C(N)O1 (centres undefined)	104	-2	0	10	26	3	0.0	0.1	14

item	molecule	MEKK2 WT-MEK5	FID counter	M18AAP inhibitor	NALP1 yeast inh	SUMO HTRF inh	MEKK2 mut-MEK5	IMP-1 inhibitor	VIM-2 inh	NS3 helicase inh
31	COc1ccccc1Cc1nc(-c2ccc(Br)o2)no1	103	-8	0	5	9	6	-1.8	-3.8	6
32	O=C(Nc1cccnc1Cl)c1cc(-c2cccc(Cl)c2)on1	107	-2	-1	17	17	10	-2.3	-0.6	-2
33	Cc1cccc(N2C(=O)NC3(CCCCC3)C2=O)c1	104	-13	3	16	3	0	-4.9	-1.1	7
34	O=C(N/N=C/c1ccsc1)c1cc(O)cc(O)c1	94	4	6	5	19	-10	-1.2	-0.8	8
35	Cc1ccc([C@@H]2[C@@H]3C(=O)N(C)C(=O)[C@@H]3[C@]3(C)C(=O)N(CCO)CC(=O)N23)o1	106	-5	5	-9	-2	4	-4.3	-2.9	-21
36	Cc1onc(-c2ccccc2Cl)c1C(=O)Nc1cccc(-c2cn3cccnc3n2)c1	99	-23	3	16	33	4	-6.1	-4.4	-3
37	Cc1cc(C)cc(N2CC(C(=O)Nc3cc(C)on3)CC2=O)c1 (centres undefined)	99	-20	-2	18	6	-3	-2.3	-0.2	-4
38	O=C(CCN1C(=O)C2C3C=CC(C3)C2C1=O)N1CCCCC1 (centres undefined)	97	-1	4	15	5	1	-2.9	-1.7	0
39	O=C(CSc1nn(-c2ccccc2)c(=S)s1)Nc1ncccn1	80	-4	-2	0	19	-12	-1.9	-3.5	22
40	CCOC(=O)C1CCCN(C(=O)Cn2ncc3c([nH]c4ccccc43)c2=O)C1 (centres undefined)	95	-28	1	-1	12	-1	-0.9	-0.5	-4
41	Cc1cccc(NC(=O)c2ccc(S(=O)(=O)N(C)C)cc2)c1	111	-3	3	nt	-11	15	-2.2	-4.5	15
42	CN(C)C(=O)c1noc2cc([N+](=O)[O-])ccc12	102	-1	3	33	-8	-1	1.9	3.4	6
43	COc1ccc(/C=N/S(=O)(=O)c2ccccc2)cc1OC	95	1	-9	-1	-4	0	-1.1	2.1	-3
44	CC1(C)CC(=O)N(c2cc(Cl)cc(Cl)c2)C(=O)C1	94	-10	3	2	9	0	0.2	-2.1	7
45	COc1ccc(/C=C/c2nnc(NC(=O)CSc3ccc(C)cc3)s2)cc1	104	-4	-7	nt	50*	-5	-2.9	-3.2	9
46	CC(CCc1ccccc1)NC(=O)c1ccc2nc(N3CCOCC3)sc2c1 (centres undefined)	94	-20	11	3	-15	-11	-2.4	-3.6	29
47	COc1cc(N2CCCC2)ccc1C=O	90	8	-2	13	-2	-8	-0.4	-1.8	11
48	COc1ccc(OCC(=O)NNC(=O)Cc2coc3cc(OC)ccc23)cc1	93	-10	6	2	-3	3	5.6*	-2.2	23
49	CC(=O)N1CCN(C(=O)c2cc(C)nc3ccccc23)CC1	96	-3	-2	-15	1	-2	-1.3	-2.2	-2
50	COc1ccc(/C=C/C(=O)O)cc1S(=O)(=O)N1CCCc2ccccc21	100	-35	6	8	10	4	-3.1	-4.2	21
51	CCC(=O)Nc1ccc(N2CCN(C(=O)c3ccccc3C)CC2)cc1	92	-9	2	24	-18	-4	-2.4	-1.5	-5
52	Cc1cc(NC(=O)C23CCC(C)(c4nc5cc(Cl)c(Cl)cc5nc42)C3(C)C)no1 (centres undefined)	nt	1	0	nt	nt	nt	-4.4	-2.4	-1
53	COC(=O)CSc1nc2ccc(NC(C)=O)cc2s1	110	-1	3	-8	6	10	-3.1	-1.9	6
54	COc1ccccc1OCCNC(=O)C(=O)c1c[nH]c2ccccc12	106	-8	-3	nt	19	-5	-0.9	-0.6	-9
55	CCOc1ccc(C(=O)N[C@H](C(=O)Nc2ccc(OC)c(S(=O)(=O)N3CCOCC3)c2)C(C)C)cc1	99	-6	-8	16	6	-3	-1.8	-6.3	-13
56	COc1ccc(-n2ccc(=O)c3c2CCCC3=O)cc1	96	-3	23	9	26	-1	-0.5	0.7	-1
57	COC(=O)c1ccc(NC(=O)CCS(=O)(=O)c2ccc(Br)s2)cc1	98	-9	7	12	14	2	-2.0	-1.6	1
58	CCCc1nc(SCc2ccc(OCC)cc2)n[nH]1	102	-5	-4	25	12	-2	1.6	-0.8	0
59	Cc1ccc(OCc2cc(C(=O)NC(C)Cc3cnccn3)no2)cc1C (centres undefined)	105	-33	1	-1	10	10	-2.9	-1.4	4
60	COc1ccc(N(C(=O)c2ccccc2OC(C)=O)C(C)C2CC2)cc1 (centres undefined)	125	-25	-3	nt	-10	15	-3.8	-2.0	4

item	molecule	MEKK2 WT-MEK5	FID counter	M18AAP inhibitor	NALP1 yeast inh	SUMO HTRF inh	MEKK2 mut-MEK5	IMP-1 inhibitor	VIM-2 inh	NS3 helicase inh
61	CCN(CC)S(=O)(=O)c1cccc(NC(=O)c2ccc(SC)cc2OC)c1	94	-8	6	2	-3	-4	-1.9	-1.4	-26
62	CC(C)(C)c1ccc(-n2ncc3c2CCCC3NC(=O)CCCn2cncn2)cc1 (centres undefined)	98	-45	-1	8	1	0	-3.6	-2.8	-3
63	Cc1cc2nc(-c3ccc(SCC(=O)Nc4ccc(S(=O)(=O)N5CCCC5)cc4)nc3)[nH]c2cc1C	105	-6	-6	34	23	1	-2.8	-3.7	4
64	CSc1ccc(CCNC(=O)c2cccc3c2C(=O)N(C2CCCCC2)C3)cc1	100	-37	1	3	-10	0	-1.8	0.0	-9
65	O=C(CNC(=O)c1cccc(Cl)c1)Nc1ccc(F)c(F)c1F	105	2	-13	12	11	2	-0.8	-1.5	-13
66	O=C(CNC(=O)c1cccs1)OCC(=O)c1ccc(Br)cc1	100	-3	0	-2	11	-7	-2.4	1.2	-17
67	COc1ccc(O)c(/C=N/Nc2nc(Nc3ccccc3)nc(-n3nc(C)cc3C)n2)c1	106	-8	22	6	-7	12	-0.7	-3.7	-28
68	C/C(=N\NC(=O)CNC(=O)c1ccc(F)cc1)c1ccco1	104	-4	-3	1	12	0	-1.4	-1.1	2
69	Cc1ccc(C(=O)N/C(=C/c2ccc(-c3cc(C(F)(F)F)ccc3Cl)o2)C(=O)NCc2cccnc2)cc1	89	-10	10	-11	-13	-3	-1.2	-0.5	-6
70	COc1ccc(/C=N\NC(=O)c2ccc(-c3ccccc3)cc2)c(OC)c1OC	101	-33	3	5	11	1	-1.2	-2.7	2
71	CCOC(=O)c1c(NC(=S)NC)sc2c1CCCC2	109	-5	2	-19	0	6	-2.8	-3.6	-4

# Look-ups from the entries so far.
# Result of compound 67 in M18AAP inhibitor: 22
# Result of compound 61 in NALP1 yeast inh: 2
